# Screening results (PubChem BioAssay)
# T cell HTS – modulates CD8 T cell binding to vesicles. AID 2052. calls only at 7 µM. 2C CD8+ T cell-vesicle binding, flow cytometry; stronger effect = lower value. 330,000 tested, 0.068% active;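 active = response, share of CD8 T cells binding vesicles, and their 90th percentile fluorescence all below set limits, cut at about 80% in these data, passing the limit was not always enough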
#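 Material: 2C TCR transgenic mouse naive CD8+ T cells, MACS-purified. Also added: QL9-charged Drosophila Ld/ICAM-1/B7-1 vesicles. Timing: binding 1.5 h at 37 °C. Measured by: high-throughput flow cytometry with anti-B7-1 and anti-CD8 staining. Read-out: percent CD8+ FL2 mean versus row control. Controls: Unloaded micro-vesicles (low), QL9 vesicles with 0.7% DMSO (high).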
# Lipid droplet – modulators of hepatic lipid droplet formation. AID 1656. inhibition, % at 6.5 µM. 240,000 tested, 0.4% active. AML12 mouse hepatocytes, oleate lipid droplets, BODIPY imaging;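 active = lipid droplet intensity inhibited by at least 50%, with more than 500 cells counted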
#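 Test system: AML12 mouse liver cells; schedule: overnight exposure; technique: high-content imaging of BODIPY-stained droplets and DAPI nuclei; read-out: % inhibition of corrected integrated BODIPY droplet signal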
# Large T inhibition – TAg ATPase/helicase activity blockers – biochemical (AID 1903). 310,000 tested, 0.39% active. inhibition, % at 20 µM; hits with a dose series show IC50 in µM. SV40 large T antigen ATPase/helicase inhibition assay; higher % means a stronger effect; in the data active = a potency from the dose series; also: strong numbers were not always called active
# GPR55 LPI antagonism – inhibition of LPI-stimulated GPR55 beta-arrestin translocation – imaging, U2OS, beta-arrestin-GFP, LPI agonist, primary screen (AID 2013). U2OS GPR55 beta-arrestin-GFP translocation imaging, LPI antagonism; higher % means a stronger effect. 290,000 tested, 0.13% active. inhibition, % at 10 µM; hits with a dose series show IC50 in µM;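 active = spots per cell inhibited over 60%, with over 100 cells counted and total cytoplasm intensity under 500,000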;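 also: U2OS cells stably carrying GPR55 and arrestin-GFP stimulated by 5 µM LPI near EC80; imaged beta-arrestin-GFP aggregate spots per cell after agonist stimulation; plate controls were LPI-stimulated DMSO wells for no effect and DMSO wells without LPI for full effect; some results filed as inactive read as strong as hits; confirmed hits need IC50 under 10 µM and bright autofluorescent wells are also inconclusive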
# NTR1 ag – NTR1-driven beta-arrestin-GFP spot formation – imaging, U2OS cells, high content, primary screen (AID 493036) | P30989 | activation, % at 20 µM | 330,000 tested, 0.17% active | agonist mode;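 active = activation at or above 40% of the spot to cytoplasm intensity ratio, with at least 20 cells analyzed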;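 also: 0% = DMSO without peptide and 100% = 100 nM NTR1 peptide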
# Target sequence (P30989 whole entry, looked up): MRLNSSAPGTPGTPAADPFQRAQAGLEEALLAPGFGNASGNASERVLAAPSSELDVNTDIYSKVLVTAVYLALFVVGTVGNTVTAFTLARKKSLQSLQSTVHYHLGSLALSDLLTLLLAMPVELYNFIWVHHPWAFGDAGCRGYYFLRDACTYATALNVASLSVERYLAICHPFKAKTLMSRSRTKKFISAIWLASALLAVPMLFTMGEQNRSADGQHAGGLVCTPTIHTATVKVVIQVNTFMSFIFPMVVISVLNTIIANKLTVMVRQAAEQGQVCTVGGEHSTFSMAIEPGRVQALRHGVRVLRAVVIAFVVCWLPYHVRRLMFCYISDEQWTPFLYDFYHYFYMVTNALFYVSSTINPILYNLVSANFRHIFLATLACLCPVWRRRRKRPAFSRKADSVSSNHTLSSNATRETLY
# LYP phosphatase – PTPN22 lymphoid phosphatase activity blockers – biochemical, fluorescence intensity, uHTS (AID 1779); recombinant LYP phosphatase, fluorescence intensity; higher % means a stronger effect; inhibition, % at 11.5 µM; hits with a dose series show IC50 in µM; 290,000 tested, 0.054% active; in the data active = inhibition above about 50%;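 also: plate controls were vehicle with enzyme for no effect and no enzyme for full effect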
# GPR35 arrestin U2OS – inhibition of zaprinast-stimulated GPR35 beta-arrestin translocation – imaging, U2OS, beta-arrestin-GFP, zaprinast agonist, primary screen (AID 2058); U2OS GPR35 beta-arrestin-GFP translocation imaging, zaprinast antagonism; higher % means a stronger effect; inhibition, % at 10 µM, or IC50 in µM where a hit was titrated; 290,000 tested, 0.052% active;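 active = inhibition of at least 50% with at least 30 cells and total cytoplasm GFP at most 10,000,000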
# GPR55 beta-arrestin – GPR55 agonists via beta-arrestin recruitment, primary screen, imaging, U2OS cells, beta-arrestin-GFP redistribution (AID 1961); U2OS GPR55 beta-arrestin-GFP redistribution imaging; higher % means a stronger effect; activation, % at 10 µM; hits with a dose series show EC50 in µM; 290,000 tested, 0.048% active;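 active = activation above 40% with more than 50 cells counted in the well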;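 also: U2OS osteosarcoma cells stably expressing GPR55 and beta-arrestin-GFP; plate controls were DMSO negative control for no effect and LPI positive control for full effect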
# Rac1 GTP hydrolysis – MgcRacGAP GTPase-activating activity inhibitors, confirmation, biochemical, ADP Hunter fluorescence. 340,000 tested, 0.6% active. MgcRacGAP-stimulated Rac1 GTP hydrolysis, ADP Hunter fluorescence; higher % means a stronger effect; GST-tagged Rac1 F28L mutant substrate. inhibition, % at 30 µM, or IC50 in µM where a hit was titrated;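 active = first-screen hits whose inhibition reached a set limit at any dose in the follow-up dose series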;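 also: fluorescence reports GDP produced by GAP-driven GTP hydrolysis; strong numbers were not always called active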
# Lipid droplet cells 6.5 µM – also measured in Lipid droplet; calls as there; cell count; measured here: cell count, cytotoxicity flag;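 cells counted across two imaged fields per well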
# T cell HTS vesicle-bound % – recorded beside T cell HTS, whose call it bears; double positive events, %; measured here: CD8+ vesicle-bound cell fraction;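 binding gate set so that unloaded-vesicle control wells show 10% double positive cells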
# NTR1 ag cell count 20 µM – also measured in NTR1 ag; calls as there; cell count; measured here: cell count, cytotoxicity flag
# Numbers without * were called inactive; i = inactive; . = no result given. Compounds were not picked by outcome, and some 1.8% of all compounds hit somewhere here.
SMILES,T cell HTS,T cell HTS vesicle-bound %,Lipid droplet,Lipid droplet cells 6.5 µM,Large T inhibition,GPR55 LPI antagonism,NTR1 ag,NTR1 ag cell count 20 µM,LYP phosphatase,GPR35 arrestin U2OS,GPR55 beta-arrestin,Rac1 GTP hydrolysis
O=C(CNc1ccccc1)NN=C1CCCC1,i,43,10,678,6%,7%,-1.4,43,-2%,-12%,0.3%,2%
CCOc1ccc(S(=O)(=O)N(CC(=O)NCc2ccncc2)c2ccc(C)cc2)cc1,i,53,-8,758,3%,-2%,-0.3,43,-11%,11%,-0.2%,6%
Cc1nnc(SCC(=O)NC2CCCc3c2cnn3-c2ccc(F)cc2F)o1 (centres undefined),i,14,-38,711,11%,8%,0.9,54,-1%,4%,-0.1%,10%
Cc1cc(-c2ccccc2)nc2oc3c(c12)NC(=O)CN(c1ccccc1)C3=O,i,46,-7,745,6%,-8%,-0.1,54,-7%,17%,0.2%,0%
COc1ccc2c(c1)c(C(C)=O)c(C)n2-c1ccc(C(C)=O)cc1,.,.,0,790,.,8%,0.2,78,-5%,-7%,-0.1%,9%
Cc1cc(=O)n(C(NC(=O)c2ccccc2)C(=O)c2ccccc2)cn1 (centres undefined),i,38,-4,705,20%,-10%,0.1,37,-2%,-4%,-0.3%,1%
N#Cc1c(-c2ccccc2)nc(N2CCCCCC2)[nH]c1=O,i,22,-11,748,1%,15%,1.7,66,-9%,-11%,-0.1%,1%
CC(C)Cc1ccc(CN2CCCC(NC(=O)CSc3nncn3C)C2)cc1 (centres undefined),i,12,-6,711,29%,-6%,-0.2,54,-4%,-5%,-0.1%,6%
CC(NC(=O)C(=O)N/N=C/c1ccc(Cl)cc1)c1ccccc1 (centres undefined),i,24,6,680,2%,3%,0.3,35,-5%,2%,0.1%,6%
Cc1cccc(N2CCN(C(=O)c3c(Cl)cnn3C)CC2)c1C,i,34,-3,675,5%,-2%,1.4,59,-5%,-1%,-0.1%,3%
COc1cccc(CN(C)C(c2ccccc2)c2ccccc2)c1OC,i,30,-45,780,9%,3%,3.4,55,3%,14%,-0.2%,-6%
Cn1c(CNC(=O)c2ccccc2F)nnc1SCC(=O)NCc1ccccc1,i,3,-1,687,-4%,9%,0.7,26,-6%,-4%,-0.2%,-3%
COc1ccc2cc(CCNC(=O)c3ccc(S(=O)(=O)N4CCOCC4)cc3)c(=O)[nH]c2c1,i,69,3,854,-2%,2%,1.2,53,-7%,-8%,0.3%,5%
O=C(NCCc1ccc(Cl)cc1)c1ccc2ccccc2n1,i,44,0,777,8%,0%,1.5,63,-5%,2%,0.6%,-1%
COc1ccc(C(=O)N2CCC(C(=O)Nc3ccc(OC)c(OC)c3)CC2)cc1,i,16,.,.,6%,-5%,0.9,51,-11%,14%,0.2%,15%
Cc1ccc(NC(=O)CSc2nnc(-c3ccncc3)n2N)cc1C,i,59,.,.,9%,6%,-1.0,98,7%,-4%,-0.4%,12%
COc1ccc(N(C)C(=O)C2CCCN2S(=O)(=O)c2cccc3nsnc23)c(OC)c1 (centres undefined),i,32,-6,696,4%,-2%,0.2,61,-10%,-6%,0.1%,-19%
O=C(N=Nc1c(O)n(Cc2ccccc2)c2ccccc12)c1cc2ccccc2cc1O,i,28,-16,688,1%,6%,.,.,16%,6%,-0.3%,7%
CCN(CC)CCN(Cc1cc2cc(C)ccc2[nH]c1=O)C(=S)NCc1ccco1,i,50,-4,504,8%,17%,0.7,51,-18%,12%,-0.2%,2%
CC(=O)Nc1ccc(CN2CCN(CCc3ccccc3)C(CCO)C2)cc1 (centres undefined),i,20,10,689,11%,-11%,0.4,49,-7%,-1%,-0.3%,7%
O=C(CCC(=O)N1CCSc2ccccc21)NCc1cccc(Br)c1,i,45,-14,791,.,7%,-2.1,59,0%,7%,-0.3%,5%
O=C(CSc1nnnn1C1CC2CCC1C2)Nc1ccnc2ccccc12 (centres undefined),i,25,-10,601,10%,2%,2.4,50,-1%,9%,-0.1%,7%
COc1ccc(CCNC(=O)CSc2ccccc2)cc1OC,i,45,-3,702,4%,11%,-1.3,60,-11%,-1%,1.7%,-5%
CCCCCCOC(=O)C(C#N)c1nc2ccccc2nc1N1CCCCC1 (centres undefined),i,45,2,660,2%,2%,2.2,81,-2%,11%,0.6%,9%
Cc1cc(C)nc(NC(=O)c2cc(-c3ccc(C)s3)nc3ccccc23)c1,i,18,11,702,7%,17%,4.3,61,80%*,2%,-0.3%,5%
CCCCNc1nnc(SCC(=O)c2c[nH]c3ccccc23)s1,i,5,-4,628,15%,8%,0.5,34,-2%,-14%,-0.1%,7%
O=C(Nc1nc2ccccc2[nH]1)C1CC1,i,14,3,706,10%,-7%,1.0,51,-3%,2%,-0.2%,4%
CCOC(=O)/C=C/C(=O)OCC(=O)Nc1ccc(OC)c(Cl)c1,i,61,-3,559,13%,3%,0.9,70,-3%,-3%,0.2%,3%
NC(=O)C1CCN(C(=O)CSc2nc(O)cc(=O)[nH]2)CC1,i,41,.,.,10%,4%,1.1,57,-15%,1%,1.1%,0%
Cc1ccccc1OCC(=O)OCC(=O)c1ccc(OCc2ccccc2)cc1,i,35,35,678,9%,15%,-0.8,100,-3%,9%,-0.1%,-1%
CCc1nc(N)nc2c1C(=O)CC(C)(C)C2,i,6,.,.,5%,6%,1.8,43,0%,6%,-0.3%,0%
CCN1CCC(n2nccc2NC(=O)c2ccccc2Cl)CC1,i,23,-16,696,21%,10%,-0.4,59,-9%,9%,-0.1%,-5%
COc1ccccc1CCNC(=O)c1c(C)nn(CC(C)C)c1Cl,i,18,-37,814,25%,21%,-0.2,65,-13%,-12%,0.3%,7%
CNC(=S)Nc1ccc(C)c(NC(=S)NC)c1,i,25,8,695,15%,-2%,-0.8,62,-7%,4%,-0.2%,11%
COc1ccc(COc2cc(-c3cccc(OC)c3)nc3ccc(NC(=O)c4ccc(OC)cc4)cc23)cc1,i,37,5,728,6%,-14%,0.7,87,-1%,-6%,-0.2%,6%
CCCNS(=O)(=O)c1cccc(C(=O)OCc2cc(=O)oc3cc(OC)ccc23)c1,i,51,-42,681,3%,-29%,3.5,39,-12%,6%,-0.2%,2%
O=C(CCN1C(=O)/C(=C/c2ccccc2)SC1=S)Nc1ccccn1,i,25,-18,750,9%,-5%,2.8,67,-4%,8%,-0.1%,7%
Cc1nc(Nc2ccccc2Br)c2nnn(Cc3ccccc3)c2n1,i,33,-2,796,8%,11%,3.8,62,-6%,0%,-0.3%,5%
CCN(CC)Cc1csc2ccc(Br)cc12,i,44,.,.,1%,21%,-0.1,59,-9%,-6%,0.1%,13%
Cc1ccc2cc3cc(C(=O)N4CCN(Cc5ccccc5)CC4)sc3nc2c1,i,25,-3,788,4%,-5%,2.9,76,3%,-14%,0.6%,11%
COc1ccc(NC(=O)CCC(=O)Nc2cc(OC)c(NC(=O)c3cccs3)cc2OC)cc1,i,26,71*,699*,15%,-3%,1.4,62,-7%,2%,-0.1%,9%
COc1ccc(OCC(O)CNCCOc2ccccc2OC)c(C(C)(C)C)c1 (centres undefined),i,16,-2,805,8%,10%,8.9,52,-7%,7%,-0.2%,27%

# An excerpt of these results, with values under each structure:
# Under each structure: T cell HTS	T cell HTS vesicle-bound %	Lipid droplet	Lipid droplet cells 6.5 µM	Large T inhibition	GPR55 LPI antagonism	NTR1 ag	NTR1 ag cell count 20 µM	LYP phosphatase	GPR35 arrestin U2OS	GPR55 beta-arrestin	Rac1 GTP hydrolysis
- O=C(CNc1ccccc1)NN=C1CCCC1
→ i	43	10	678	6%	7%	-1.4	43	-2%	-12%	0.3%	2%
- CCOc1ccc(S(=O)(=O)N(CC(=O)NCc2ccncc2)c2ccc(C)cc2)cc1
→ i	53	-8	758	3%	-2%	-0.3	43	-11%	11%	-0.2%	6%
- Cc1nnc(SCC(=O)NC2CCCc3c2cnn3-c2ccc(F)cc2F)o1 (centres undefined)
→ i	14	-38	711	11%	8%	0.9	54	-1%	4%	-0.1%	10%
- Cc1cc(-c2ccccc2)nc2oc3c(c12)NC(=O)CN(c1ccccc1)C3=O
→ i	46	-7	745	6%	-8%	-0.1	54	-7%	17%	0.2%	0%
- COc1ccc2c(c1)c(C(C)=O)c(C)n2-c1ccc(C(C)=O)cc1
→ .	.	0	790	.	8%	0.2	78	-5%	-7%	-0.1%	9%
- Cc1cc(=O)n(C(NC(=O)c2ccccc2)C(=O)c2ccccc2)cn1 (centres undefined)
→ i	38	-4	705	20%	-10%	0.1	37	-2%	-4%	-0.3%	1%
- N#Cc1c(-c2ccccc2)nc(N2CCCCCC2)[nH]c1=O
→ i	22	-11	748	1%	15%	1.7	66	-9%	-11%	-0.1%	1%
- CC(C)Cc1ccc(CN2CCCC(NC(=O)CSc3nncn3C)C2)cc1 (centres undefined)
→ i	12	-6	711	29%	-6%	-0.2	54	-4%	-5%	-0.1%	6%
- CC(NC(=O)C(=O)N/N=C/c1ccc(Cl)cc1)c1ccccc1 (centres undefined)
→ i	24	6	680	2%	3%	0.3	35	-5%	2%	0.1%	6%
- Cc1cccc(N2CCN(C(=O)c3c(Cl)cnn3C)CC2)c1C
→ i	34	-3	675	5%	-2%	1.4	59	-5%	-1%	-0.1%	3%
